High-throughput results from PubChem.
CHT allo act – allosterically activates the human high affinity choline transporter; AID 488977; CHT-expressing cells, membrane potential dye, choline EC20; active compounds read high; LV-AA mutant CHT in HEK293 cells; Q9GZV3; 310,000 compounds, 0.49% hits; B-score at 10 µM;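 active means initial fluorescence not abnormally high and integrated response B-score, plate-corrected, over 3 SD above library mean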
Target sequence (Q9GZV3 whole entry, looked up): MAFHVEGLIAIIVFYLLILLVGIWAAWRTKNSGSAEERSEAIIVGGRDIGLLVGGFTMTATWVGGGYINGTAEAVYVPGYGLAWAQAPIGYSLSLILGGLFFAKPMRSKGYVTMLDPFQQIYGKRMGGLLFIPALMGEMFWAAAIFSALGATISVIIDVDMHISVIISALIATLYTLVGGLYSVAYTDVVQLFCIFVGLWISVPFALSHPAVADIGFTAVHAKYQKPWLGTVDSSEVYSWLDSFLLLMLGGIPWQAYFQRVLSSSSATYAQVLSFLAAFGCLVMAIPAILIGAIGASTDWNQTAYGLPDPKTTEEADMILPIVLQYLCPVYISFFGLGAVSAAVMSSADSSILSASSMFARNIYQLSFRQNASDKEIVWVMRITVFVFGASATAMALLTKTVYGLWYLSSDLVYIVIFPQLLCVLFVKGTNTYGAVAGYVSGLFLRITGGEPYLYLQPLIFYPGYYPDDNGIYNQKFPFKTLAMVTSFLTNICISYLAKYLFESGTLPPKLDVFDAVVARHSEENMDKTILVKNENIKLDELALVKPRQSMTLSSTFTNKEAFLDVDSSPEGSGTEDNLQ
CHT inh – inhibits the human high affinity choline transporter; Q9GZV3; 310,000 compounds, 0.86% hits; AID 488975; B-score at 10 µM; CHT-expressing cells, membrane potential dye, choline response; active compounds read low;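 active means B-score over 3 SD under the library average, and starting fluorescence ratio not unusually high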;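 further: choline stimulus applied at its EC90 after an EC20 pre-addition; B-score computed on integrated fluorescence ratio after choline addition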
Active calls of the source: *; i = inactive.

cpd	canonical_smiles	CHT inh	CHT allo act
1	Cc1cc([N+](=O)[O-])ccc1NC(=O)Cc1ccc(F)cc1	i	i
2	Cc1nc(-c2cccc(Cl)c2)n[nH]1	i	i
3	O=C(COC(=O)c1ccc(O)cc1)Nc1ccc2[nH]c(=O)[nH]c2c1	i	i
4	CC(OC(=O)CN1C(=O)c2ccccc2C1=O)C(=O)NC1CCCC1 (stereo not given)	i	i
5	NCCc1nnc(SCC(=O)Nc2cccc(Cl)c2)o1	i	i
6	CCCCN(C)c1c(N2CCC(C(=O)OCC)CC2)c(=O)c1=O	i	i
7	COc1ccc(CNS(=O)(=O)c2ccc(S(=O)(=O)NC3CC3)cc2)cc1	i	i
8	Cn1c(=O)c(C(=O)NC2CCCCCC2)c(O)c2ccccc21	i	i
9	Cc1cccc(N(CC(=O)N2CCOCC2)S(C)(=O)=O)c1C	i	i
10	O=C(NCc1ccco1)c1ccc2ccccc2c1	i	i
11	COc1ccccc1CC(=O)Nc1cc(C)ccn1	i	i
12	CC(=O)N1CCC(C(=O)Nc2ccc(S(=O)(=O)N3CCC(C)CC3)cc2)CC1	i	i
13	CCCn1c(N)c(N(CCOC)C(=O)Cc2ccc(S(=O)(=O)N3CCOCC3)s2)c(=O)[nH]c1=O	i	i
14	O=C(c1cc(COc2ccc(F)cc2F)on1)N1CCSCC1	i	i
15	CCN1CCN(C(CNS(=O)(=O)c2ccc(C)cc2)c2cccnc2)CC1 (stereo not given)	i	i
16	COc1cccc(N2C(=O)[C@H]3C(C(=O)c4cnccn4)=NN[C@H]3C2=O)c1	i	i
17	CCOc1ccc2nc(NCCO)[nH]c2c1	i	i
18	CC(=O)N/C(=C\c1ccccc1)C(=O)OC(C)C(=O)c1ccccc1 (stereo not given)	i	i
19	COc1ccccc1NS(=O)(=O)c1ccc(C(=O)NCC2(N(C)C)CCCCC2)cc1	i	i
20	O=C(NNC(=O)c1ccccc1C(F)(F)F)c1csc(N2CCOCC2)n1	i	i
21	COc1ccc(CCN(C)C(=O)CNC(=O)c2ccccc2F)cc1OC	i	i
22	O=C(NN=C1CCCCC1)c1cc(-c2ccccc2)n[nH]1	i	i
23	COCc1cc(=O)n2[nH]c(C)c(-c3ccccc3)c2n1	i	i
24	CC(=O)N1[C@H](Cc2ccccc2)C=C[C@]1(C)C(=O)NCc1ccccn1	i	i
25	CC1CN(C(=O)COC(=O)c2ccc(N(C)C)cc2)CC(C)O1 (stereo not given)	i	i
26	O=C(Cc1ccccc1)Oc1coc(CSc2ncccn2)cc1=O	i	i
27	S=C(NCc1ccncc1)NC1CCCC1	i	i
28	Cn1c(=O)[nH]c(=O)c2c1nc(NCc1ccco1)n2Cc1ccccc1Cl	i	i
29	O=C(CSc1nnnn1Cc1ccccc1)Nc1ccc2c(c1)OCO2	i	i
30	CCOc1ccc(OCc2cccc(C(=O)N3CCOCC3)c2)cc1	i	i
31	Cc1cc(C(=O)O)ccc1-n1c(C)cc(/C=C(/C#N)C(=O)Nc2ccccc2)c1C	i	i
32	Cc1oc(-c2cccs2)nc1CN1CCN(Cc2ccc(F)c(F)c2)C(CCO)C1 (stereo not given)	i	i
33	CCOC(=O)C1CCN(C(=O)Nc2cccc(OC)c2)CC1	i	i
34	COc1ccc(N(CC(=O)N2CCCC2)S(C)(=O)=O)cc1	i	i
35	CC(=O)c1ccc(N2C(=NC(=O)COc3ccccc3)SC3CS(=O)(=O)CC32)cc1 (stereo not given)	i	i
36	Cc1ccc(C)c(-n2cc(CN3CCNC(=O)CC3)c(-c3ccccc3)n2)c1	i	i
37	CC1(C)NC(=O)N(CC(=O)OCc2cc(=O)n3cc(Br)ccc3n2)C1=O	i	i
38	O=C(C1CCN(Cc2nc(-c3ccc(Cl)cc3)no2)CC1)N1CCOCC1	i	i
39	CCC(C)c1ccc(NC(=O)N2CCN(C(=O)C3CCCO3)CC2)cc1 (stereo not given)	i	i
40	CCOC(=O)c1sc(N=NC2=C(O)CCCC2=O)c(C(=O)OCC)c1C	i	i
41	COc1ccc(NS(=O)(=O)c2cc(NC(=O)[C@@H](NC(=O)c3ccccc3)C(C)C)ccc2C)cc1	i	i
42	CCCN(C(=O)c1cc(-c2ccco2)nc2ccccc12)c1c(N)n(Cc2ccccc2)c(=O)[nH]c1=O	i	i
43	C/C(=N\NC(=S)NCc1ccccc1)c1ccc2ccccc2c1OC(F)F	i	i
44	CCOc1ccc(/C=N/n2c(-c3ccccc3)n[nH]c2=S)cc1	i	i
45	CCC(C(=O)NC1CCCC1)N(C(=O)Cn1nnc(-c2ccc(C)o2)n1)c1cccc(OC)c1 (stereo not given)	i	i
46	O=C1Nc2ccccc2OC1CC(=O)N1CCCC1 (stereo not given)	i	i
47	COc1ccccc1CNC(=O)CSc1ccc(C)cc1	i	i
48	O=S(=O)(c1cc(C(F)(F)F)ccc1Cl)N1CCCCCC1	i	i
49	CCOC(=O)c1ccc(NC(=S)N(CCCN2CCCC2)Cc2cccs2)cc1	i	i
50	O=C(NCC(c1cccs1)N1CCOCC1)c1ccccc1NS(=O)(=O)c1cc([N+](=O)[O-])ccc1Cl (stereo not given)	i	i
51	Cc1ccc(NC(=O)/C=C/c2ccc3c(c2)OCO3)cc1S(=O)(=O)N1CCOCC1	i	i
52	O=c1oc2ccccc2n1CCCCCn1c(=O)oc2ccccc21	i	i
53	O=C(Nc1ccc(C(F)(F)F)cc1)C1CCN(S(=O)(=O)c2ccc(N3CCCC3=O)cc2)CC1	i	i
54	COc1cccc(/C=N/NC(=O)C(C)n2nnc3ccccc32)c1 (stereo not given)	i	i
55	Cc1noc(C)c1COC(=O)c1cc(=O)[nH]c2ccccc12	i	i
56	COc1ccc(CN2C(=O)c3cccnc3C2Nc2cc(Cl)c(OC)cc2OC)cc1 (stereo not given)	i	i
57	COc1ccc(CNn2cnnc2)c(O)c1	i	i
58	N#CCCN1CCCN(CCC#N)CCN(CCC#N)CCCN(CCC#N)CC1	i	i
59	NC(=O)C1CCCN(C(=S)Nc2ccccc2)C1 (stereo not given)	i	i
60	Cc1ccc(CN2CCN(Cc3cccn3-c3ccc(Cl)cn3)CC2CCO)o1 (stereo not given)	i	i

(continued)
cpd	canonical_smiles	CHT inh	CHT allo act
61	CCOC(=O)N1CCN(c2ccc(C(=O)c3ccccc3)cc2F)CC1	i	i
62	COc1cc2nc(COc3ccc(C#N)cc3)n(CC#N)c(=O)c2cc1OC	i	i
63	CCC1(C)Cc2c(sc3nnn(CC(=O)Nc4cccc5ccccc45)c(=O)c23)CO1 (stereo not given)	i	i
64	CCOc1ccc2nc(COC(=O)c3cccc([N+](=O)[O-])c3)c(C(C)=O)[n+]([O-])c2c1	i	i
65	Cc1cc(C)cc(NC(=O)CSc2nnc(Cc3cccn3C)n2-c2ccc(F)cc2)c1	i	i
66	CC(C)COc1ccc(C(=S)N2CCCC2)cc1	i	i
67	CC1CN(C(=O)C(Sc2ccccc2)c2ccccc2)CC(C)O1 (stereo not given)	i	i
68	Nn1c(SCC(=O)N2CCOCC2)nnc1C1CC1	i	i
69	Cc1ccccc1CC1(CO)CCCN(C(=O)CCCN2CCCCC2=O)C1 (stereo not given)	i	i
70	O=C(NCc1ccc(C(F)(F)F)cc1)C1CC(c2ccc(C(F)(F)F)cc2)=NO1 (stereo not given)	i	i
71	CCN(CC)CCCN1C(=O)c2oc3ccccc3c(=O)c2C1c1cccs1 (stereo not given)	i	i
72	CC1=CC(=C(C#N)C#N)C=C(C)N1CCN1CCN(C(=O)Nc2cccc(Cl)c2)CC1	i	i
73	COc1ccc(CCNC(=O)CC2SC(=Nc3cc(C)cc(C)c3)NC2=O)cc1OC (stereo not given)	i	i
74	CCOC(=O)N1CCC(N2CCN(Cc3ccc(F)c(F)c3)C(CCO)C2)CC1 (stereo not given)	i	i
75	O=C1/C(=C\c2ccncc2)CCc2ccccc21	i	i
76	Cc1cc(N2CCN(C)CC2)nc2ccc(NC(=O)c3cccnc3Cl)cc12	i	i
77	O=C(c1cc(S(=O)(=O)N2CCOCC2)ccc1Cl)N1CCC(Cc2ccccc2)CC1	i	i
78	S=C(NCc1ccccn1)Nc1ccccc1Cl	i	i
79	COC(=O)c1cc(-c2ccccc2)n(CCN)c1C	i	i
80	COc1ccccc1CCC(=O)Nc1cc(S(=O)(=O)N2CCOCC2)ccc1N1CCCC1	i	i
81	CCOC(=O)c1[nH]c(C)c(C(=O)OCC(=O)N(C)C2CCS(=O)(=O)C2)c1C (stereo not given)	i	i
82	Nc1cc(N)nc(SCC(=O)N2CCN(C(=O)c3ccco3)CC2)n1	i	i
83	COC(=O)CSc1nsc(SCC(=O)OC)c1C#N	i	i
84	COC(=O)c1c(C)oc2ccc(OC(=O)c3cccs3)cc12	i	i
85	CCN(Cc1ccncc1)Cc1cn[nH]c1-c1cc(OC)c(OC)c(OC)c1	i	i
86	COc1cc(NC(=S)Nc2ccc(N(C)C(C)=O)cc2)cc(OC)c1	i	i
87	COc1ccc(-c2oc3ccc(-c4cc(OC)c(OC)c(OC)c4)cc3c2-c2ccc(OC)nc2)cc1	i	i
88	O=Cc1coc2c(ccc3ccccc32)c1=O	-6.49*	i
89	O=C(OCc1nnc(-c2ccc(Br)cc2)o1)c1cncc(Br)c1	i	i
90	Cn1nnnc1SCc1cn2cccnc2n1	i	i

One compound at a time (already shown):
Results for Cc1cc(N2CCN(C)CC2)nc2ccc(NC(=O)c3cccnc3Cl)cc12 : CHT inh = i; CHT allo act = i
Results for Cn1nnnc1SCc1cn2cccnc2n1 : CHT inh = i; CHT allo act = i

Further results
cpd	canonical_smiles	CHT inh	CHT allo act
91	O=C1CC(SCc2nc3ccccc3[nH]2)C(=O)N1c1ccc(F)c(Cl)c1 (stereo not given)	i	i
92	COc1cc2ccccc2cc1C(=O)Nc1cc(C)ccn1	i	i
93	CCC/C=C1/CCCOC(C(=O)NCc2ccccc2)(C(F)(F)F)C1 (stereo not given)	i	i
94	Cc1ccc(NC(=O)COc2ccccc2C=O)cc1Cl	i	i
95	NC(=NCCc1c[nH]c2ccccc12)NC(=O)c1ccc(F)cc1	i	i
96	COc1ccc(C)cc1-n1ccn(CC(=O)Nc2ccc(Br)cc2F)c(=O)c1=O	i	i
97	Oc1ccc(Cl)cc1CNn1cnnc1	i	i
98	CC(=O)NC1(C(F)(F)F)C(=O)Nc2c1c(=O)[nH]c(=O)n2CC(C)C (stereo not given)	i	i
99	Cc1cccc(CSC2=NN3CCCC(=O)N=C3S2)c1	i	i
100	CN(CC(=O)Nc1ccc(Cl)cc1)CC(=O)Nc1ccc(F)c(F)c1F	i	i
101	COC(=O)Cn1c(CN2CCN(C(=O)c3ccco3)CC2)nc2c1c(=O)n(C)c(=O)n2C	i	i
102	CCCC1=NN(c2ccc([N+](=O)[O-])cc2)C(=O)/C1=C/N(C)C	i	i
103	Nc1ccc(CNC(=O)OCC2c3ccccc3-c3ccccc32)cc1	i	i
104	N#Cc1ccc(C(=O)CSc2n[nH]c(=O)n2Cc2ccco2)cc1	i	i
105	Cc1ccc(NC(=O)CCn2cccc2)cc1Cl	i	i
106	CCCNC(=O)/C(=C/c1cn(S(=O)(=O)N(C)C)c2ccccc12)NC(=O)c1ccc(OC)cc1	i	i
107	CCN(CC)c1ccc(NC(=O)CCS(=O)(=O)c2ccc(Br)cc2)c(C)c1	i	i
108	c1ccc2c(N3CCOCC3)nc(N3CCOCC3)nc2c1	i	11.7*
109	C=C(C)CSc1nnc(-c2ccc(OC)cc2)n1N	i	i
110	NNC(=O)Cn1nc2n(c1=O)-c1ccccc1SC2	i	i
111	O=C(CCCn1c(SCc2cccc([N+](=O)[O-])c2)nc2ccccc2c1=O)NCC1CCCO1 (stereo not given)	i	i
112	O=S(=O)(c1cccc(C(F)(F)F)c1)N(CCCN1CCOCC1)Cc1cccs1	i	i
113	CCOc1ccc(S(=O)(=O)NCCC(=O)N2CCN(Cc3ccccc3)CC2)cc1	i	i
114	CCOC(=O)c1ccccc1NC(=O)CN(c1ccccc1C)S(C)(=O)=O	i	i
115	Cc1cc(Cl)nc(Cl)c1C(=O)N1CCOCC1	i	i
116	CC(CCc1ccccc1)NS(=O)(=O)c1ccccc1 (stereo not given)	i	i
117	CC(Nc1cccnc1)=C(C#N)C#N	i	i
118	Cc1cc(=O)oc2cc(OCC(=O)Nc3nnc(C(C)C)s3)ccc12	i	i
119	CN(Cc1ccc(Cl)s1)C(=O)CCl	i	i
120	O=C(c1ccccc1)c1ccc(OCC(=O)N2CCOCC2)cc1	i	i
121	O=C(N/N=C/c1cccnc1)c1cccc(S(=O)(=O)N2CCCC2)c1	i	i
122	CCOc1ccsc1C(=O)OC	i	i
123	COc1ccccc1C(=O)c1cc2ccc(O)cc2oc1=O	i	i
124	Cc1ccccc1-n1c(Cc2cccs2)n[nH]c1=S	i	i
125	CCc1ccc(OCc2ccc(C(=O)NCc3ccccn3)o2)cc1	i	i
126	CC1=CN2C(=N)/C(=C\c3cn(CCCOc4ccccc4)c4ccccc34)C(=O)N=C2S1	i	i
127	Oc1ccccc1C=NC(c1ccccc1)C(O)c1ccccc1 (stereo not given)	i	i
128	CCc1cccc(C)c1NC(=S)NCC1CCN(c2ccc(OC)cc2)C1 (stereo not given)	i	i

Structures from the list above with a CF3 group:
cpd	canonical_smiles	CHT inh	CHT allo act
20	O=C(NNC(=O)c1ccccc1C(F)(F)F)c1csc(N2CCOCC2)n1	i	i
48	O=S(=O)(c1cc(C(F)(F)F)ccc1Cl)N1CCCCCC1	i	i
53	O=C(Nc1ccc(C(F)(F)F)cc1)C1CCN(S(=O)(=O)c2ccc(N3CCCC3=O)cc2)CC1	i	i
70	O=C(NCc1ccc(C(F)(F)F)cc1)C1CC(c2ccc(C(F)(F)F)cc2)=NO1 (stereo not given)	i	i
93	CCC/C=C1/CCCOC(C(=O)NCc2ccccc2)(C(F)(F)F)C1 (stereo not given)	i	i
98	CC(=O)NC1(C(F)(F)F)C(=O)Nc2c1c(=O)[nH]c(=O)n2CC(C)C (stereo not given)	i	i
112	O=S(=O)(c1cccc(C(F)(F)F)c1)N(CCCN1CCOCC1)Cc1cccs1	i	i
